# yeast bub3 = NCI yeast anticancer drug screen, S. cerevisiae bub3 mutant strain; growth inhibition, % at 50 µM; 9.9% of 78,000 active; AID 167;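 also: 0% = growth of vehicle-only cultures of the same strain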
#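 Part of a panel of yeast mutants defective in DNA damage repair or cell cycle regulation. Each strain is grown with compound, and inhibition is calculated relative to solvent-treated cultures.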
# sgs1 mgt1 = NCI yeast anticancer drug screen, S. cerevisiae sgs1 mgt1 strain; % growth inhibition at 50 µM; 10% of 78,000 active; AID 161;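 also: 0% = growth of vehicle-only cultures of the same strain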
#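 Percent growth inhibition was derived by comparing compound-exposed mutant yeast with vehicle-exposed cultures. The strain carries alterations in DNA damage repair.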
# yeast cln2 rad14 = NCI yeast anticancer drug screen, S. cerevisiae cln2 rad14 strain | % growth inhibition at 50 µM | 8.3% of 78,000 active | AID 165;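 also: 0% = growth of vehicle-only cultures of the same strain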
#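 Yeast carrying cln2 and rad14 alterations (cell cycle control and DNA damage repair) were exposed to compounds. Growth inhibition was measured against vehicle-treated controls.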
# yeast rad50 = NCI yeast anticancer drug screen, S. cerevisiae rad50 strain; 10% of 79,000 active; growth inhibition, % at 50 µM;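 also: 0% = growth of vehicle-only cultures of the same strain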
#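 Cells are treated with compound, grown, and their growth is then scored against vehicle-only cultures of the same repair-deficient yeast strain.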
# mlh1 rad18 = NCI yeast anticancer drug screen, S. cerevisiae mlh1 rad18 strain; 11% of 79,000 active; growth inhibition, % at 50 µM;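 also: 0% = growth of vehicle-only cultures of the same strain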
#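 Genetically defined yeast (DNA repair-deficient) exposed to compounds; growth inhibition determined relative to vehicle.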
# yeast mec2-1 = NCI yeast anticancer drug screen, S. cerevisiae mec2-1 strain | % growth inhibition at 50 µM | 9% of 79,000 active | AID 157;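 also: 0% = growth of vehicle-only cultures of the same strain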
#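 Using mec2-1 yeast: add compound, measure growth, express inhibition versus vehicle-treated cultures.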
# Starred values were filed as active, the others as inactive; & = joins results of further samples. Rule as the data show it: active = growth inhibition above about 70%; inactive = the rest.
SMILES,yeast bub3,sgs1 mgt1,yeast cln2 rad14,yeast rad50,mlh1 rad18,yeast mec2-1
CCCCNC(=O)c1ccc(C)cc1,-10,-3,-19,6,0,-8
N=C(N)SCCSC(=N)N,-16,-31,10,-14,13,-8
C(C#Cc1ccccc1)#CCc1ccccc1,47,55,6,19,74*,29
Cc1cc(=O)[nH]c2cc3oc4ccccc4c3cc12,81*,18,68,95*,79*,32
CN(C)c1ccc(/C=C2\N=C(c3ccc([N+](=O)[O-])cc3)OC2=O)cc1,15,17,7,1,8,-7
NC1=NNC2(C(N)=N1)c1ccccc1-c1ccccc12,45,64,81*,86*,79*,72*
COc1cccc(OC)c1NC(=O)NCCCl,0,2,51,-8,14,15
O=C(COc1ccc(Cl)cc1Cl)NNc1ccc([N+](=O)[O-])cc1,18,21,10,18,15,19
Oc1ccccc1C1N=NC2=C(CCCC2)N1O (centres undefined),22,-2,-12,-13,-7,-26
c1ccc(-c2nc(-c3nccc4ccccc34)oc2-c2ccccc2)cc1,0,0,-3,14,-3,8
CCCCCCCCCCCCCCCCCCOS(=O)(=O)O (tested in a mixture with another compound),67,69,42,56,57,57
ClCCCN(CCCCl)c1ccc(C=Nc2cccc(Cl)c2)c(Cl)c1,81*,96*,85*,91*,94*,77*
CC(O)C(C)(O)c1ccccc1 (centres undefined),-3,-5,2,1,15,-14
CC(=O)n1c(COS(C)(=O)=O)nc2ccccc21,-64,-7,3,36,-7,-30
CCC(C)N(C(=O)c1ccccc1)c1ccccc1 (centres undefined),-4,-7,40,3,-4,6
CN1N=C2c3ccccc3OC(c3ccccc3)[C@H]2C1c1ccccc1 (some centres undefined),-61,-40,-4,-47,-42,-47
COc1cc2c[n+]3ccc4ccccc4c3c(N)c2cc1OC,6,-11,16,16,-5,-8
N#CC1=C(N)OC(C2CC2)=C(C#N)C1c1ccco1 (centres undefined),-25,-11,4,-10,-12,-14
CC1(C)[C@@H]2C[C@H]1[C@@H](Cc1cccc(C[C@H]3c4cc(-c5ccccn5)ncc4[C@H]4C[C@@H]3C4(C)C)c1)c1cc(-c3ccccn3)ncc12,46,45,17,45,45,28
O=Cc1ccc2ccc3ccccc3c2c1,71*,79*,21,86*,85*,41
O=C(Cc1cc2c(cc1[N+](=O)[O-])OCO2)c1c[nH]c2ccccc12,-1,22,-6,-1,55,3
O=C1CCCC/C1=C/c1ccccc1,-12,-3,-19,6,8,19
Nc1ccc2c(c1)Cc1c-2cc(Br)c(N)c1Br,2,10,-39,5,-7,-7
OCC(O)C(O)C(O)C(O)/C=N\Nc1ccccc1 (centres undefined),81*,63,34,43,89*,67
CC1c2ccccc2-c2ccccc21,-1,7,-3,10,20,-5

# The final five compounds of the part above come first, to join the parts.
SMILES,yeast bub3,sgs1 mgt1,yeast cln2 rad14,yeast rad50,mlh1 rad18,yeast mec2-1
O=C(Cc1cc2c(cc1[N+](=O)[O-])OCO2)c1c[nH]c2ccccc12,-1,22,-6,-1,55,3
O=C1CCCC/C1=C/c1ccccc1,-12,-3,-19,6,8,19
Nc1ccc2c(c1)Cc1c-2cc(Br)c(N)c1Br,2,10,-39,5,-7,-7
OCC(O)C(O)C(O)C(O)/C=N\Nc1ccccc1 (centres undefined),81*,63,34,43,89*,67
CC1c2ccccc2-c2ccccc21,-1,7,-3,10,20,-5
CC(C)(C)OC(=O)NC(CCC(=O)OCc1ccccc1)C(=O)NCCCO (centres undefined),-16,8,-9,-12,10,-35
COc1ccccc1S(=O)(=O)Sc1ccccc1[N+](=O)[O-],7,7,-31,16,21,1
c1cncc(CSc2ncnc3nc[nH]c23)c1,-48,-20,-22,12,-10,-24
C(CCSC1=NCCN1)CSC1=NCCN1 (tested in a mixture with another compound),99*,99*,98*,99*,99*,100*
CC(Cc1ccccc1)NN (centres undefined),10,16,6,15,9,10
CCCCCCCCCCCCCCCCCCOc1c(Cl)c(Cl)c(Cl)c(Cl)c1Cl,-7,-8,-26,15,-8,-2
O=C1CC2C(=O)C1C(C(=O)O)C2C(=O)O (centres undefined),6,-5,-10,7,15,-27
O=C(Nc1ccc(Br)cc1)c1cccnc1,-3,18,-18,5,6,16
CC1CCCN2C(=O)CN(c3ccccc3)CC(=O)N12 (centres undefined),5,-5,15,14,2,2
COc1cc2c(c(OC)c1OC)C(=O)C1C2N1C(=O)CCCCl (centres undefined),-10,-41,-15,-77,-43,-96
Cc1cc2c(cc1Cl)Sc1n[nH]c(=O)n1S2(=O)=O,58,30,37,56,41,40
CC(=O)c1cc(-c2ccc(C)cc2)nc2c(C)cc(C)cc12,95*,-9,77*,33,94*,60
CN(C)CC(CC1=C(CC(CN(C)C)N(C)C)CCC1)N(C)C (centres undefined),0,-17,6,-20,16,-4
Cc1ccc(-n2cnc3c(Cl)ncnc32)cc1[N+](=O)[O-],2,15,-45,-4,11,12
Cc1ccc(OS(=O)(=O)c2ccccc2)cc1,35,49,-43,36,37,20
O=[N+]([O-])c1ccc(C=NCCO)cc1,9,4,-1,9,-5,9
CC1(C)C2CCC3CC(CCC#N)CCC3C21C#N (centres undefined),-38,-9,-34,-32,-23,-11
COc1cc2c3c(c1)CCCN3CCC2,13,-20,-5,-41,-18,-17
COc1cc([N+](=O)[O-])ccc1C#N,-15,25,-33,0,0,13
COc1ccc(CC(=O)C(=O)O)cc1OCc1ccccc1,-7,-6,19,12,29,0
O=C(Cl)N(c1ccccc1)c1ccccc1,-19,17,-6,10,43,-2
CCn1c(SC(C)C(=O)c2c(C)n(C)n(-c3ccccc3)c2=O)nc2ccccc2c1=O (centres undefined),-4,22,26,14,14,5
CC(=O)c1cccc(NC(=O)Oc2ccc(Cl)cc2Cc2ccccc2)c1,99*,64,100*,99*,99*,50
CNC(=S)c1ccc(Cl)cc1,-2,-15,-30,12,11,-21
Nc1nnc(-c2cc([N+](=O)[O-])cc([N+](=O)[O-])c2)o1,-19,15,-20,23,32,15

# Three records drawn at random from those above:
SMILES,yeast bub3,sgs1 mgt1,yeast cln2 rad14,yeast rad50,mlh1 rad18,yeast mec2-1
CN(C)CC(CC1=C(CC(CN(C)C)N(C)C)CCC1)N(C)C (centres undefined),0,-17,6,-20,16,-4
C(CCSC1=NCCN1)CSC1=NCCN1 (tested in a mixture with another compound),99*,99*,98*,99*,99*,100*
CCCCCCCCCCCCCCCCCCOc1c(Cl)c(Cl)c(Cl)c(Cl)c1Cl,-7,-8,-26,15,-8,-2

# Next section
SMILES,yeast bub3,sgs1 mgt1,yeast cln2 rad14,yeast rad50,mlh1 rad18,yeast mec2-1
NC(=S)N/C=C(/c1ccc(Cl)cc1Cl)S(=O)(=O)Cc1ccc(Cl)cc1Cl,0,10,7,7,10,-7
Nc1ccc(C(c2ccccc2)(c2ccccc2)c2ccccc2)cc1,1,5,-47,-11,15,-6
CC(=O)NC(Cc1ccccc1)C(=O)NN (centres undefined),-7,-11,0,7,-22,-8
C(=C1/CC(c2ccccc2)(c2ccccc2)N=N1)/c1ccccc1,6,15,4,29,17,-4
Cc1cc(C)c(NC(=O)c2ccc(Cl)cc2Cl)c(C)c1,12,-1,-8,1,-17,15
OCC1OCOC2COCOC12 (centres undefined),-6,-1,-43,-12,-9,-4
O=P(Nc1ccc(Cl)cc1)(c1ccc(Cl)cc1)c1ccc(Cl)cc1,0,4,-16,18,21,6
CN(/N=C\c1ccc2ccccc2c1)C1=NCCN1,4,-15,-63,6,-12,0
c1ccc2c(B(c3cccc4ccccc34)c3cccc4ccccc34)cccc2c1,99*,99*,99*,99*,97*,99*
CCOC(=O)C1=C(C)N(NC(=O)Nc2ccccc2)C(=O)C1=P(c1ccccc1)(c1ccccc1)c1ccccc1,-30,1,4,-5,-18,-9
CSCCC(NCc1c(O)ccc2ccc(=O)oc12)C(=O)O (centres undefined),1,-28,7,-36,-38,-9
Clc1ccc(OCCOCCOc2ccc(Cl)cc2)cc1,2,15,4,1,19,-8
c1ccc(C(c2ccccc2)c2cc(-c3cc(C(c4ccccc4)c4ccccc4)[nH]n3)n[nH]2)cc1,-12,-8,-29,-9,6,21
CS(=O)(=O)Nc1nc2ccccc2c(=O)o1,4,-15,-40,-51,5,-22
CCCCCOC(=S)SSSC(=S)OCCCCC,28,22,0,9,22,5
Clc1ccc(-c2cc3cc4ccccc4nc3nc2N2CCOCC2)cc1,2,-2,-2,5,20,9
O=C1C=CC(=O)N1Cc1ccco1,10,6,8,-4,-17,-17
C=CCCCCCCCCC(=O)NS(=O)(=O)c1ccccc1,23,13,40,20,21,2
COC1OC2COC(c3ccccc3)OC2C(N=[N+]=[N-])C1O (centres undefined),-7,-5,-31,0,2,4
C=C(CC(O)c1ccccc1)C(=O)Nc1ccccc1OC (centres undefined),6,13,1,26,4,0
Cc1ccccc1C(O)(c1ccccc1C)C1(O)CCN(C)CC1,96*,96*,92*,86*,99*,97*
CC(C)(C)C(=O)C(O)C(C)(C)C (centres undefined),6&10,-6&0,-50&14,-12&1,7&26,3&16
COc1ccc(/C=C2\N=C(c3ccc([N+](=O)[O-])cc3)OC2=O)cc1,1,-8,-10,-3,18,-6
CCOC(=O)C/C(C)=C1/N=C(c2ccccc2)OC1=O,37,23,15,29,31,8
CCCCOB1OC(c2ccccc2)(c2ccccc2)c2ccccc2C(c2ccccc2)(c2ccccc2)O1,-2,27,4,31,23,4

# Only yeast bub3 (3 entries from above):
mol | yeast bub3
C(C#Cc1ccccc1)#CCc1ccccc1 | 47
CC(=O)c1cccc(NC(=O)Oc2ccc(Cl)cc2Cc2ccccc2)c1 | 99*
C=C(CC(O)c1ccccc1)C(=O)Nc1ccccc1OC (centres undefined) | 6

# (next part)
SMILES,yeast bub3,sgs1 mgt1,yeast cln2 rad14,yeast rad50,mlh1 rad18,yeast mec2-1
C=C1CC[C@H]2C(C)=CC[C@H]3C(=C)C(=O)O[C@@H]3[C@@H]12,-15,-24,-4,-36,-6,-17
CCOC(=O)C(NC(=O)CC)(N1CCN(c2cc3c(cc2F)c(=O)c(C(=O)O)cn3C2CC2)CC1)C(F)(F)F (centres undefined),79*,29,46,92*,74*,84*
CCCCCCC1CCC(OC(C)=O)CC1 (centres undefined),2,-1,-1,6,1,-4
CC(Br)CCCBr (centres undefined),-4,-21,-22,-19,-14,-6
CC(C)NC(=O)OCc1c(COC(=O)NC(C)C)c2n(c1Br)CCC2,0,-10,17,33,-51,26
C/C(=N\Nc1ccccc1)c1sc(-c2nc(C)c(/C(C)=N/Nc3ccccc3)s2)nc1C,18,14,-29,24,25,-3
CC1CN=C(N(Cc2ccc(F)cc2)C(=O)Nc2ccc(Cl)cc2)S1 (centres undefined),8,-41,2,-35,-34,-9
COc1cc(N=C2C=CC(=O)C=C2)c2ncccc2c1,-1,4,-33,3,4,1
Nc1ccc(Cl)c2cccnc12,15,87*,87*,98*,92*,36
C=C1CC2(CCC3C4CC=C5CC(O)CCC5(C)C4CCC32C)OC1=O (centres undefined),8,6,46,3,15,12
CC(=O)Nc1ccc(O)cc1[N+](=O)[O-],-5,9,-28,-15,-5,-22
CN(C)CCCN1c2cc(Cl)ccc2Sc2ccc3ccccc3c21,99*,99*,99*,99*,99*,99*
Nc1nc(N)c(C(=O)SCc2ccccc2)nc1Cl,7,97*,5,66,69,59
COC1OC(CO)C(O)C(NC(=O)OCc2ccccc2)C1O (centres undefined),1,3,-46,3,-13,-2
Nc1ccc2c(c1)CC1c3ccccc3C(C2)c2ccccc21,-10,55,49,11,46,28
CCOC(=O)C(C(=O)OCC)C(c1ccccc1)c1ccccc1OC (centres undefined),12,4,17,7,-10,12
O=C(Cc1ccccc1)NN1C(=O)/C(=C\c2ccc([N+](=O)[O-])cc2)SC1=Nc1ccccc1,-19,52,15,-3,28,-9
C#C/C=C/CC1OC(C(Br)CC)CC(Br)C2CC1O2 (centres undefined),32,36,24,21,-18,17
O=C1CS(=O)(=O)CN1N1CS(=O)(=O)CC1=O,25,2,2,-1,26,-14
CCCCS(=O)(=O)C1CCCC1=O (centres undefined),1,-3,-7,-4,2,6
CCCCOC(=O)c1cc(C(=CCC[C@H]2CC[C@@]3(C)[C@@H](CC[C@@H]4[C@@H]3CC[C@]3(C)[C@@H](C(C)CCCC(C)C)CC[C@@H]43)C2)c2cc(Cl)c(O)c(C(=O)OCCCC)c2)cc(Cl)c1O (some centres undefined),-7,-15,22,-25,-91,-25
O=C1C(c2ccccc2)=C2C(=C1c1ccccc1)c1cccc3cccc2c13,-16,13,25,-26,28,3
CCOC(=O)NCCCN(C)C,0,2,7,-8,5,-1

# Compound profiles, as listed above.
# CCCCCCC1CCC(OC(C)=O)CC1 (centres undefined) is listed with yeast bub3 = 2; sgs1 mgt1 = -1; yeast cln2 rad14 = -1; yeast rad50 = 6; mlh1 rad18 = 1; yeast mec2-1 = -4
# O=C1CS(=O)(=O)CN1N1CS(=O)(=O)CC1=O is listed with yeast bub3 = 25; sgs1 mgt1 = 2; yeast cln2 rad14 = 2; yeast rad50 = -1; mlh1 rad18 = 26; yeast mec2-1 = -14
